GLP-1R agonist: activates the human GLP-1 receptor | P43220 | HEK293 GLP-1R CRE-luciferase, luminescence, 4-6 h; cells express a hypersensitive GLP-1R form | Potency, µM (series often up to 45.6 µM), for inactives: at the top dose activation, most hits filed as activators | 380,000 compounds, 0.007% hits; also: potency is read from the fitted curve at half-maximal effect; % of control where 0% means no effect
HEK293 tox: cytotoxicity in counter-screen for GLP-1R inverse agonists; Potency, µM (doses to about 38.3 µM), without a hit: top-dose activity change, negative = inhibition, actives largely listed as inhibitors; HEK293 cAMP-luciferase reporter cells, luminescence, 24 h; 410,000 compounds, 0.13% hits;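 also: loss of luciferase light is scored as toxicity; potency is read from the fitted curve at half-maximal effect; % is scaled to controls: 0 for no effect and ±100 for the full control effect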
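To flag toxic compounds, the library was rerun on cells for 24 hr at 37 deg C and 5% CO2. Viability-linked luminescence was captured 12 min after adding luciferase detection reagent.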
DRD3 agonist: activates the human D3 dopamine receptor. P35462. D3R DiscoveRx beta-arrestin cells, luminescence, 90 min. max activation, %. 410,000 compounds, 0.58% hits; in the data active = max activation above about 30%; also: 0% is about no effect; mostly tested at two doses, the higher about 12 µM
Target sequence (P35462 whole entry, looked up): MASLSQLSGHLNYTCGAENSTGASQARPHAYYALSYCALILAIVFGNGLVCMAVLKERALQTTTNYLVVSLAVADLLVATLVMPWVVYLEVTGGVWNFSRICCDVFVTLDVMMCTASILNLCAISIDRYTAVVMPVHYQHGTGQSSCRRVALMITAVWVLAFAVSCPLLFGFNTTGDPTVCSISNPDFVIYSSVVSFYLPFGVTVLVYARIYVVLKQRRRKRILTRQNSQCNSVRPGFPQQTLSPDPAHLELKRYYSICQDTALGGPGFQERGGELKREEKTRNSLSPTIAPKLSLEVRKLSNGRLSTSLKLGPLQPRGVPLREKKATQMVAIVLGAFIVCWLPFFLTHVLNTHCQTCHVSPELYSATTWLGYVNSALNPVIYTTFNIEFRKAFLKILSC
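Agonist-mode cell screen: cells plated at 1500/well and incubated overnight at 37 °C, then exposed to library compounds for 90 min at 37 °C. Detection reagent was added for 30–60 min at room temperature, and luminescence was read.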
TDP43 rescue: TDP-43 toxicity inhibition in yeast. TDP-43 expressing yeast growth rescue, BacTiter-Glo, 24 h. 410,000 compounds, 1.8% hits. Potency, µM (highest dose often 46.1 µM), for the others: top-dose growth rescue (activation), actives largely listed as activators; also: potency is read from the fitted curve at half-maximal effect; % of control where 0% means no effect; nearly all actives have a fitted effect of over 50% in size
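Readout is BacTiter-Glo luminescence of cell growth, so inhibitors register as activators. TDP-43-expressing yeast at OD600=0.02 in galactose medium, after raffinose pregrowth to mid-log, were incubated with compound for 24 hr at 30 deg C.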
DRD3 antagonist: antagonists of human D3 dopamine receptor. D3R cells, DiscoveRx beta-arrestin luminescence, antagonist mode; hits give low values. P35462. 360,000 compounds, 2.5% hits. max response, negative = inhibition, %; in the data active = max response below about -50%; inconclusive = no clear call, values can overlap the other calls; also: % is scaled to controls: 0 for no effect and ±100 for the full control effect; mostly tested at two doses, the higher about 12 µM
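Cells expressing the human receptor were seeded at 1500 cells/well, incubated overnight at 37 degrees C in 5% CO2, then exposed to library compounds with dopamine controls for 90 minutes at 37 degrees C before luminescent detection.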
KB-V1 cytotox: kills drug-selected multidrug resistant KB-V1 cells; KB-V1 MDR cells viability, CellTiter-Glo, 72 h; Potency, µM (doses to about 46.1 µM), without a hit: at the top dose activity change, negative = cytotoxicity, usual class: cytotoxic; 400,000 compounds, 3.4% hits; also: potency is read from the fitted curve at half-maximal effect; % is scaled to controls: 0 for no effect and ±100 for the full control effect; nearly all actives have a fitted effect of over 60% in size
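Compound-treated KB-V1 multidrug-resistant cells, 72 h, 37 degrees C; viability by CellTiter-Glo. Fitted qHTS curves give the values.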
aSyn rescue: rescues yeast growth from alpha-synuclein toxicity | Yeast expressing alpha-synuclein, growth rescue, BacTiter-Glo, 24 h | Potency, µM (doses to about 46.1 µM), for inactives: at the top dose growth rescue (activation), hits mostly activators | 370,000 compounds, 0.14% hits | AID 652106; also: potency is read from the fitted curve at half-maximal effect; % of control where 0% means no effect; nearly all actives have a fitted effect of over 65% in size
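Galactose-induced alpha-syn yeast (OD600=0.02, raffinose-pregrown) + pinned cpd, 24 hr, 30 deg C; growth by BacTiter-Glo luminescence. Growth restoration scores as activation.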
PTHR1 agonist: activates the human parathyroid hormone receptor PTHR1 | Potency, µM (highest dose often 115 µM), without a hit: at the highest dose activation, hits mostly activators | HEK293 GP2 PTHR1 cells, GloSensor cAMP luminescence, 1 h | Q03431 | 410,000 compounds, 0.075% hits; also: potency is read from the fitted curve at half-maximal effect; nearly all actives have a fitted effect of over 55% in size; some results filed as inactive show a strong effect at the top dose; inactives centre near -15; many of its hits are not listed in these tables
Target sequence (Q03431 whole entry, looked up): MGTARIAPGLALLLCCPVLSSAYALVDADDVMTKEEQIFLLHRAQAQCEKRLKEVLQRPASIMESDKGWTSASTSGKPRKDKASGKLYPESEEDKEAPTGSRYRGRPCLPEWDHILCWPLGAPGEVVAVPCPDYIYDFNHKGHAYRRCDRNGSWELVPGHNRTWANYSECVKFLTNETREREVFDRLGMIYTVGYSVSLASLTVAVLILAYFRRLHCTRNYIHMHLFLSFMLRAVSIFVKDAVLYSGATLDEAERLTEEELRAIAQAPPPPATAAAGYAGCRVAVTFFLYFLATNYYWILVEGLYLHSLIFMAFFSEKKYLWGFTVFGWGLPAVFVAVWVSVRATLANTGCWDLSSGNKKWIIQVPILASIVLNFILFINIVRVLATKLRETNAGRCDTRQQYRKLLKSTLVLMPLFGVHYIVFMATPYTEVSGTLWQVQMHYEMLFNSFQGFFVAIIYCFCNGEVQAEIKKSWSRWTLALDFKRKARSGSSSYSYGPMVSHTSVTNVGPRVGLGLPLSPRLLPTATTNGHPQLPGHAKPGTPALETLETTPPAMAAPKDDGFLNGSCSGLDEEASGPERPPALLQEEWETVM
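HEK-293-derived GP2 cells expressing PTHR1 and a GloSensor cAMP reporter, 3,000/well, plated overnight, given luciferin plus IBMX (each 0.5 mM as added) for 1 h at 37 °C, then compound for 1 h at 37 °C. Luminescence was read after 15 min at room temperature.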
GLP-1R inv ag: inverse agonists of human GLP-1 receptor. Potency, µM (series often up to 38.3 µM), for the others: at the top dose activity change, negative = inhibition, most hits filed as inhibitors. P43220. 410,000 compounds, 1.6% hits. HEK293 GLP-1R CRE-luciferase, luminescence, 24 h; GLP-1R form is constitutively active; also: potency is read from the fitted curve at half-maximal effect; % is scaled to controls: 0 for no effect and ±100 for the full control effect; nearly all actives have a fitted effect of over 55% in size
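HEK293 cells stably co-expressing constitutively active GLP-1R and a cAMP-responsive luciferase reporter were seeded in DMEM with 10% Nu serum, given compounds after 12 h, and incubated 24 h at 37 deg C. Luminescence was then read.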
Active calls of the source: *; i = inactive; u = inconclusive; x = no result given; & = joins results of further samples; [ ] = dose if it differs, or a comment. Unless noted, calls follow the shape of the dose curve; as a rule, active = well fitted curve in the direction sought with a large enough effect; inconclusive = small, poorly fitted or top-dose-only effect, or another doubt; inactive = no such curve, though single readings can be large; an effect the other way counts as inactive or inconclusive. Only part of the results is shown (hit frequency here may not be typical).

SMILES | GLP-1R agonist | HEK293 tox | DRD3 agonist | TDP43 rescue | DRD3 antagonist | KB-V1 cytotox | aSyn rescue | PTHR1 agonist | GLP-1R inv ag
Cc1ccc(C(=O)COC(=O)c2cc(=O)[nH]c3ccccc23)cc1 | -1% | -3% | -5 | -23% | -19 | 1% | -4% | i | 17%
CCC(=O)Nc1cccc(C(=O)OCc2cc(=O)n3nc(CC)sc3n2)c1 | x | -6% | 8 | 16% | x | x | x | -14% | 5%
CC(=O)c1ccc(N(CC(=O)NC2CCCC2)C(=O)c2ccc(C)s2)cc1 | 10% | -4% | 0 | 4% | -11 | -18% | -1% | i | -24%
COc1ccc(OC)c(NC(=O)CSc2ccc(-c3cccnc3)nn2)c1 | 19% | -19% | 2 | 15% | 1 | -29% | 0% | i | 46%[activator]
CCc1nc2c(OCc3ccc(C(=O)N(C)C)cc3)cccn2c1N(C=O)Cc1ccccc1 | -5% | 0% | -2 | 15% | 13 | -6% | -9% | -2% | -17%
Cc1nc(CC(=O)N2CCN(c3cccc(C)c3C)CC2)cs1 | 4% | 5% | 3 | u | -11 | 0% | x | -53%[inhibitor] | 0%
O=C(CCC(=O)N1CCSc2ccccc21)NCc1cccc(Br)c1 | -3% | 3% | 2 | 13% | -21 | 12% | -2% | i | u
CN(C)/C=C/C(=O)c1ccccc1OCc1cnc(Cl)s1 | -1% | 49%[activator] | -1 | u | 4 | -6% | -46%[inhibitor] | i | 19%
CC(C)c1ccc(CNC(=O)C2CCCN2S(=O)(=O)c2ccccc2)cc1 (stereo not drawn) | -1% | -1% | 2 | 4% | 1 | 0% | 2% | -29% | u
O=C(Nc1cccc(C(F)(F)F)c1)c1cc2nc(-c3ccco3)cc(C(F)(F)Cl)n2n1 | 1% | -1% | 6 | 9% | x | u | x | i | 11%

Full records, looked up by structure. Order of values: GLP-1R agonist	HEK293 tox	DRD3 agonist	TDP43 rescue	DRD3 antagonist	KB-V1 cytotox	aSyn rescue	PTHR1 agonist	GLP-1R inv ag
`COc1ccc(OC)c(NC(=O)CSc2ccc(-c3cccnc3)nn2)c1` as listed: 19%	-19%	2	15%	1	-29%	0%	i	46%[activator]
`CCc1nc2c(OCc3ccc(C(=O)N(C)C)cc3)cccn2c1N(C=O)Cc1ccccc1` as listed: -5%	0%	-2	15%	13	-6%	-9%	-2%	-17%
`Cc1ccc(C(=O)COC(=O)c2cc(=O)[nH]c3ccccc23)cc1` as listed: -1%	-3%	-5	-23%	-19	1%	-4%	i	17%
`O=C(Nc1cccc(C(F)(F)F)c1)c1cc2nc(-c3ccco3)cc(C(F)(F)Cl)n2n1` as listed: 1%	-1%	6	9%	x	u	x	i	11%

Next compounds:
SMILES | GLP-1R agonist | HEK293 tox | DRD3 agonist | TDP43 rescue | DRD3 antagonist | KB-V1 cytotox | aSyn rescue | PTHR1 agonist | GLP-1R inv ag
C=CCn1c(SCC(=O)Nc2cccc(C)c2)nnc1-c1cnccn1 | 0% | 0% | 0 | 5% | 10 | -14% | 0% | i | 7%
Cc1ccc(CNC(=O)CCc2c(C)nc3c4c(C)cc(C)nc4nn3c2C)cc1 | x | 1% | -11 | 10% | x | -7% | x | i | 10%
Cc1ccc(N2CCN(S(=O)(=O)c3ccc(-n4cnnn4)cc3)CC2)c(C)c1 | -2% | -3%&8% | -11&-13 | -13%&1% | -5 | 8% | -2% | 1% | 0%&7%
CCC(C)C(=O)Nc1nnc(SCC(=O)Nc2ccccc2F)s1 (stereo not drawn) | -1% | 2% | -9 | 17% | -1 | -21% | 3% | -7% | 8%
O=C(CCN1C(=O)c2ccccc2C1=O)N1CCC(c2ccccc2)C1 (stereo not drawn) | -10% | -7% | -10 | 15% | 22 | u | 4% | -8%[57.5 µM] | 0%
COc1ccc(-c2cccc([C@H]3[C@@H]4C=CCC[C@@]4(C)C(=O)N3Cc3ccccc3)c2)cc1 | -1% | 13% | -16 | 34% | 22 | u | 13% | i | u
COc1ccc(-c2c[n+](CC(=O)OC3CC(C)CCC3C(C)C)c3n2CCC3)cc1 (stereo not drawn) | -2% | -22% | -25 | 12% | -12 | 14% | 0% | -94%[inhibitor] | u
CNc1snc(C)c1C(=O)OCC(=O)Nc1ccc(C)cc1F | 1% | 10% | -4 | 14% | 9 | 12µM* | -12% | -11% | -25%
COC(=O)c1ccc(NC(=O)CN(c2ccc(OC)cc2)S(C)(=O)=O)cc1 | 17% | 12% | -2 | 3% | -18 | -16% | 10% | i | 0%
Cc1ccc(-c2cc(C(=O)NC3CCN(Cc4ccccc4)CC3)c3ccccc3n2)cc1 | -1% | -3% | -13 | 20% | -13 | -20% | 1% | -23% | 16%
O=C(c1ccco1)N1CCN(Cc2cccc(F)c2)CC1 | -2% | 4% | 36* | -14% | -30 | -4% | 1% | i | -24%
COc1ccc(C2C(C(=O)N3CCCC3)CC(=O)N2c2ccc(OC)cc2)cc1 (stereo not drawn) | -5% | -20% | 1 | 13% | 43 | -4% | 1% | i | 0%
Cc1ccc(NC(=O)c2ccc([N+](=O)[O-])o2)cc1S(=O)(=O)N1CCOCC1 | 7% | -29% | -12 | -9% | -28 | u | -22% | i | 59%[activator]
O=C(O)c1ccn(Cn2cnc3ccccc32)n1 | -17% | 1% | 3 | 8% | 0 | -13% | 1% | i | -2%
O=C(C1CCCN1S(=O)(=O)c1ccc(Cl)cc1)N1CCCCC1 (stereo not drawn) | 1% | -1% | -7 | 8% | 31 | -9% | 3% | -42%[inhibitor] | -2%
O=C(c1cc(COc2ccc(F)c(F)c2)on1)N1CCN(C/C=C/c2ccccc2)CC1 | 10% | -17% | 0 | -17% | u | -18% | -10% | -36%[inhibitor] | u
Cc1ccc(NC(=O)C(=O)c2c[nH]c3ccccc23)cc1 | 2% | -15% | -4 | 2% | -3 | 1% | -13% | -3% | -14%
COc1ccc(NC(=O)c2cc(C)nc3ccccc23)c(OC)c1 | 16% | 4%[0.307 µM] | 7 | 11% | -17 | u | 4% | -9% | -6%[0.307 µM]
CCOC(=O)N1CCN(c2c(-c3ccc(C(C)C)cc3)c(=O)c2=O)CC1 | 5% | -1% | 0 | 20µM* | -2 | 1% | 0% | i | 5%
COc1ccccc1CN1CCNC(=O)C1=O | x | 1% | 4 | 12% | x | 16% | x | i | 0%
COc1cc2[nH]c(=O)n(CCC(=O)NCc3cccnc3)c(=O)c2cc1OC | 3% | 23% | -8 | 4% | -18 | -3% | -8% | i | 8%
Cc1ccc(S(=O)(=O)N2CC3(O)CN(C(=O)OC(C)C)N(C(=O)OC(C)C)CC3(OC(=O)Nc3c(C)noc3C)C2)cc1 (stereo not drawn) | -3% | -27% | 5 | 0% | 17 | 0% | 2% | -33%[inhibitor] | 0%
CC(OC(=O)CCCN=C1NS(=O)(=O)c2ccccc21)C(=O)Nc1ccccc1[N+](=O)[O-] (stereo not drawn) | 7% | 6% | -8 | 6% | -19 | -3% | -5% | i | 21%
Nc1ccc(N2CCN(c3cccc(Cl)c3)CC2)cc1 | -4% | -26% | 3 | u | -4 | 21µM* | 2% | -19% | u
Cc1cc(N/N=C/c2ccc3c(c2)OCO3)nc2ccccc12 | 8% | -22% | -13 | 18% | -5 | 6% | 4% | i | u
O=C(CC(Sc1n[nH]c(-c2ccccc2)n1)c1ccccc1)NCc1ccccc1 (stereo not drawn) | -10% | 7% | -13 | -17% | 1 | u | -2% | -56%[inhibitor] | u
Cn1nc(NC(=O)C2CCC2C(=O)O)c2c(F)cccc21 (stereo not drawn) | -5% | -2% | 4 | 9% | -1 | 19% | 1% | i | -14%
O=c1[nH]c2ccc(S(=O)(=O)N3CCCCC3)cc2[nH]1 | 0% | -13% | 3 | -13% | 37 | 10% | 0% | i | 0%
Cc1cc(C)cc(OC(C)C(=O)Nc2nonc2-c2ccc(Br)cc2)c1 (stereo not drawn) | x | -22% | 3 | u | x | -27% | x | -40%[inhibitor] | u
O=C(COC(=O)c1ccc(Cl)cc1O)NCCN1C(=O)CSC1=O | -3% | 12% | 0 | -5% | -22 | 13% | -3% | i | 3%
COc1ccccc1C=NC(CO)C(O)c1ccc([N+](=O)[O-])cc1 (stereo not drawn) | 2% | -6% | -3 | 8% | 19 | u | 0% | i | 13%
CC1(C)CC(=O)C2=C(C1)Oc1ncn(CCCn3ccnc3)c(=N)c1C2c1ccccc1 (stereo not drawn) | 10% | 1% | -10 | -30% | -24 | -41% | -2% | 22%[57.5 µM] | -1%
COc1ccccc1-n1cc(-c2ccc(Br)cc2)[nH]c1=S | 6% | -9% | -5 | 3% | 5 | 4% | 1% | -15% | u
OC(c1ccccc1)C(NCc1ccccc1)c1ccccc1 (stereo not drawn) | 0% | -6% | -10 | 6% | -12 | u | -2% | i | -16%
COc1ccc(S(=O)(=O)N2CCC(c3ccncc3)CC2)cc1Cl | x | 12% | -5 | -8% | x | -9% | x | -40%[inhibitor] | 13%
COc1ccc(-c2noc3c2-c2nc(-c4c(F)cccc4F)sc2CC3)cc1 | -4% | 19% | 2 | -13% | -12 | 0% | -2% | -4% | 15%
CCC(C)(C)NC(=O)CN(C(=O)CCC(=O)Nc1nccs1)c1cccc(C)c1C | 5% | -19% | -5 | -17% | 2 | -9% | -6% | -8% | -26%
COc1cccc(CNc2nc3cc(-c4ccc(C)cc4)sc3c(=O)n2C)c1OC | 6% | 8% | 5 | 25µM* | 36 | 12µM* | u | -16% | 1%
Cc1ccc(C)c(N2CCN(C(=O)CCS(=O)(=O)c3cccc4nonc34)CC2)c1 | 6% | -15% | -2 | u | 12 | -20% | 4% | -34%[inhibitor] | -22%
Cc1oc2nc(SCC(=O)NCCCO)nc(N)c2c1C | 5% | 7% | 1 | 4% | 21 | 19% | 3% | -2% | 107%[activator]
COc1ccc(N(CC(=O)Nc2ccc(F)cc2F)S(=O)(=O)c2c(C)nn(C)c2C)cc1 | -2% | -12% | 4 | -3% | -11 | 0% | -3% | i | 8%

Screening data: PubChem, National Center for Advancing Translational Sciences (NCATS)
